Source: PubChem (The Scripps Research Institute Molecular Screening Center)
PAFAH2 FP inh: inhibitors of human PAFAH2 | Q99487 | recombinant PAFAH2, FP-rhodamine activity probe, fluorescence polarization | inhibition, % at 3.39 µM | 340,000 tested, 0.99% active;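 active = inhibition above the mean over all tested compounds plus 3 SD, cut at about 30% in these data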;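 note: inhibitors block probe labeling of enzyme so polarization drops; 0% = enzyme with DMSO and 100% = wells lacking PAFAH2 protein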
PME-1 inh: blocks human protein phosphatase methylesterase 1 | inhibition, % at 5.9 µM | Q9Y570 | 320,000 tested, 0.53% active | recombinant PME-1, FP-Rh probe fluorescence polarization | AID 2130;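 active = inhibition above the campaign mean of all compounds plus 3 SD, cut at about 26% in these data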;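 note: competitive labeling of PME-1 active site by serine hydrolase directed probe; 0% = PME-1 with DMSO and 100% = wells lacking PME-1 enzyme; inhibitors block probe labeling so polarization falls and inhibition rises; many of its hits are not listed in these tables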
LYPLA1 inh: LYPLA1 (human) inhibition in PME1 counter-screen; inhibition, % at 5.9 µM; O75608; 320,000 tested, 0.16% active; recombinant LYPLA1, FP-Rh probe fluorescence polarization;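 active = inhibition above the mean of all tested compounds plus 3 SD, set per campaign, cut at about 14% in these data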;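 note: inhibitors block serine hydrolase probe labeling of LYPLA1 so polarization falls; 0% = enzyme with DMSO and 100% = wells lacking LYPLA1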
Target sequence (O75608 whole entry, looked up): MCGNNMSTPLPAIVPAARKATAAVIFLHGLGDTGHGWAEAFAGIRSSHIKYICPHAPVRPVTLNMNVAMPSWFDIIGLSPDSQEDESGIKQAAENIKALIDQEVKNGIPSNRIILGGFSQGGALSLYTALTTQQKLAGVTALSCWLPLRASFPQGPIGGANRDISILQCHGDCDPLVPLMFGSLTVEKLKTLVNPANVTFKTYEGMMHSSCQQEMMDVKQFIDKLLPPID
PAD4 FP inh: PAD4 (human) enzyme inhibition | Q9UM07 | recombinant PAD4, RCA probe fluorescence polarization | inhibition, % at 6.36 µM | 330,000 tested, 0.41% active | AID 485272;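 active = percent inhibition above a cutoff equal to the mean of all tested compounds plus 3 SD, cut at about 15% in these data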;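 note: 0% = PAD4 with RCA probe and DMSO and 100% = probe without PAD4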
PAFAH1B3 inh: blocks human PAF acetylhydrolase 1B catalytic subunit 3; recombinant PAFAH1B3, FP-rhodamine probe, fluorescence polarization; inhibition, % at 3.39 µM; 340,000 tested, 0.28% active;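 active = inhibition above the screen-wide average of all tested compounds plus 3 SD, cut at about 25% in these data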;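 note: 0% = enzyme with DMSO only and 100% = wells lacking PAFAH1B3 protein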
Target sequence (Q15102 whole entry, looked up): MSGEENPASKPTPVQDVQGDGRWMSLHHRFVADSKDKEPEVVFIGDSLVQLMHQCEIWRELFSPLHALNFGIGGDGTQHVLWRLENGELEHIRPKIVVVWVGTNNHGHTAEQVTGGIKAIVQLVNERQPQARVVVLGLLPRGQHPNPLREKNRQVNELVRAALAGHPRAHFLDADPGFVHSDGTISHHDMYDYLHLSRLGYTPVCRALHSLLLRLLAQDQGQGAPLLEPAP
LYPLA2 counter: counter-screen for PME1 inhibitors: inhibitors of human LYPLA2. O95372. recombinant LYPLA2, FP-Rh probe fluorescence polarization. inhibition, % at 5.9 µM. 320,000 tested, 0.38% active. AID 2177;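 active = inhibition above the screen-wide mean plus 3 SD, limit set per campaign, cut at about 26% in these data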;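 note: 0% = LYPLA2 with DMSO and 100% = wells lacking LYPLA2 enzyme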
pPAFAH FP inh: pPAFAH (human) enzyme inhibition | 330,000 tested, 1.5% active | Q13093 | recombinant pPAFAH, FP-rhodamine probe fluorescence polarization | inhibition, % at 3.39 µM | AID 463082;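 active = inhibition above the mean inhibition across the screen plus 3 SD, cut at about 25% in these data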;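 note: inhibitors block binding of the rhodamine activity-based probe so polarization drops; 0% = enzyme with DMSO and 100% = wells lacking pPAFAH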
GSTO1 inh: blocks human GSTO1 in RBBP9 counter-screen; recombinant GSTO1, activity-based probe fluorescence polarization; 300,000 tested, 1.1% active; AID 1974; P78417; inhibition, % at 5.96 µM;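 active = inhibition above the campaign mean inhibition plus 3 SD, cut at about 35% in these data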;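 note: 0% = GSTO1-1 with DMSO and 100% = wells lacking GSTO1-1 enzyme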
Target sequence (P78417 whole entry, looked up): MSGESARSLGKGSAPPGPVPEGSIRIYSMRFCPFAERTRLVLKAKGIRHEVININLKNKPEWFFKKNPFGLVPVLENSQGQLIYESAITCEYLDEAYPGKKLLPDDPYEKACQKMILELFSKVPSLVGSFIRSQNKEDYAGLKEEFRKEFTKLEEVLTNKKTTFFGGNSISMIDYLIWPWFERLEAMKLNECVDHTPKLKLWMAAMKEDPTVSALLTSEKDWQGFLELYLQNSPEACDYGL
PAFAH1B2 inh: blocks human PAF acetylhydrolase 1b catalytic subunit 2 | inhibition, % at 3.39 µM | AID 492953 | recombinant PAFAH1B2, FP-rhodamine activity probe, fluorescence polarization | 340,000 tested, 1.2% active;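 active = inhibition above the mean of all tested compounds plus 3 SD, cut at about 24% in these data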;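 note: 0% = enzyme with DMSO and 100% = wells lacking PAFAH1B2; many of its hits are not listed in these tables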
Target sequence (P68402 whole entry, looked up): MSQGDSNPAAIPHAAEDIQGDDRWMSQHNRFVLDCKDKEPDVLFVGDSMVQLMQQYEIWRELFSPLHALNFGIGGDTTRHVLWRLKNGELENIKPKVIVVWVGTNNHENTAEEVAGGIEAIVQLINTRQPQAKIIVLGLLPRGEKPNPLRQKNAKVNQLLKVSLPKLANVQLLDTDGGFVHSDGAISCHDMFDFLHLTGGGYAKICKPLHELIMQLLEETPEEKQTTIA
An asterisk follows results filed as active; · = no result given. Not all compounds are listed; count on the stated rates, not on these rows.

SMILES	PAFAH2 FP inh	PME-1 inh	LYPLA1 inh	PAD4 FP inh	PAFAH1B3 inh	LYPLA2 counter	pPAFAH FP inh	GSTO1 inh	PAFAH1B2 inh
Cc1nn(CC(=O)Nc2ccc(Cl)cc2Cl)c(=O)c2ccccc12	1	-8	1	1	1	4	-1	2	2
Cc1cc2cc(CNC(=O)Cc3ccc([N+](=O)[O-])cc3)ccc2n1C	9	-7	0	9	-3	6	23	2	4
C/C(=N\NC(=O)c1ccc(O)cc1)c1ccc2c(c1)OCCO2	0	1	-2	-2	3	-3	1	·	0
CCN1CCN(c2cc(C)c3cc(NC(=O)c4cccnc4Cl)ccc3n2)CC1	16	-4	-4	5	5	5	1	-74	6
Cc1ccc(N)c2c1OCCC2=O	10	-2	2	-1	-11	0	9	-4	2
COC(=O)CSc1ncnc2c1sc1nc3c(cc12)COC(C)(C)C3	-5	4	-1	-1	9	4	4	-10	6
COC(=O)[C@H](Cc1ccccc1)NC(=O)Cn1cnc2c(NCc3ccccc3)ncnc21	2	·	·	1	6	·	0	·	22
CN(C)S(=O)(=O)c1cccc(C(=O)Nc2ccccc2Cl)c1	12	-6	-2	-2	-2	1	7	2	3
CC1=[N+](CC(=O)c2ccccc2)CCn2cccc21	·	-1	0	-9	·	2	2	15	·
COc1ccc(C2=NOC(C(=O)N(C)Cc3ccccc3)C2)cc1 (configuration not stated)	8	-1	-1	-3	10	0	0	2	3
O=C(/C=C/c1cccs1)NC1CCCC1	6	4	2	9	7	5	3	3	-4
CC(Oc1ccc(Cl)cc1Cl)C(=O)Nc1ccc(S(=O)(=O)Nc2cnc3ccccc3n2)cc1 (configuration not stated)	·	-14	-18	-14	·	-9	10	-36	·
CCN(CC)C(=O)[C@H]1CC(CC(=O)NC(C)(C)C)C(=O)N2CCc3c([nH]c4ccccc34)[C@]12C (some centres not stated)	-8	·	·	-9	10	·	0	·	4
COc1ccc(CN(C)Cc2nc(Cc3cccc(F)c3)no2)c2cccnc12	6	1	6	-3	3	-1	3	-6	-2
Cc1ccc(-n2nc(C)c3c(C)c(CCC(=O)NC(C)c4ccccc4)c(C)nc32)cc1 (configuration not stated)	7	-4	0	-2	-8	-1	2	-1	1
CCNC(=O)N1CCCC(C(=O)c2ccc(C(F)(F)F)cc2)C1 (configuration not stated)	-9	-2	1	2	11	2	2	1	0
CC1(C)COC(c2coc3ccccc3c2=O)OC1	8	-5	-1	3	-6	0	-1	8	5
O=c1nc(-c2ccccc2)c2ccccc2[nH]1	-4	1	-2	-1	10	3	2	-1	1
COc1ccccc1-n1c(=S)[nH]c2c(sc(=S)n2-c2ccc(C)cc2C)c1=O	6	12	2	-4	6	6	1	-8	3
O=C(Nc1ccc2c(c1)OCO2)c1cccs1	1	-2	2	-2	11	3	6	5	6
Cc1cc(C)nc(NS(=O)(=O)c2ccc(NC(=O)Nc3ccccc3F)cc2)n1	·	-2	1	-3	·	2	2	9	·
CCOc1ccccc1/C=C\c1nc(O)c([N+](=O)[O-])c(=O)[nH]1	-5	0	-2	-2	28*	-1	8	-3	5
CCNC(=O)/C(C#N)=C/c1c(N(Cc2ccccc2)Cc2ccccc2)nc2ccccn2c1=O	2	3	0	4	-7	4	11	2	-3
COc1ccc(NC(=O)NCc2ccncc2)c(OC)c1	-3	-3	0	1	3	-1	1	0	8
O=C(NNC(=O)c1ccc(Cl)cc1Cl)Nc1ccccc1	0	2	-2	4	0	4	-2	2	3
CCN(CC)S(=O)(=O)c1ccc(C(=O)OCC(=O)Nc2ccc(-c3nc4ccc(C)cc4s3)cc2)cc1	-2	-5	-3	-3	0	3	3	3	0
Cc1ccc(C(=O)COC(=O)c2nc(Cl)ccc2Cl)cc1	1	·	·	2	0	·	13	·	6
COc1ccc(N(CC(=O)NC(C)C)S(=O)(=O)c2ccc(NC(C)=O)cc2)cc1	0	2	-1	-7	-1	-5	2	-2	-1
COCCSc1ccccc1C(=O)NCc1ccco1	1	10	-4	0	-4	-1	-2	-1	0
O=C1/C(=C\c2cccs2)Sc2ccc3ccccc3c21	-1	2	-1	-6	2	-13	6	1	-2
CCCc1[nH]n(-c2nc3ccccc3s2)c(=O)c1C=NCCCOC	2	-7	0	-2	1	3	2	-12	6
COc1ccc(N2CCN(C(=O)CN3c4cccc5cccc(c45)S3(=O)=O)CC2)cc1	-4	·	·	1	0	·	4	·	-1
CSc1nc2ccccc2n1CC(=O)Nc1ccc(C)c(C)c1	2	4	-1	1	-1	3	-6	-1	0
CCOC(=O)N1CCN(Cc2nc(-c3ccccc3)no2)CC1	8	-3	2	1	-1	1	2	2	4
CC(=O)C1C(c2ccc(O)cc2)NC(=O)NC1(O)C(F)(F)F (configuration not stated)	1	-3	-1	2	2	6	-1	1	-1
CN=C1SC(CC(=O)Nc2ccccc2F)C(=O)N1/N=C/c1ccc(O)c(OC)c1 (configuration not stated)	0	15	0	-1	10	8	17	-2	2
O=C1CC(SCCc2nc3ccccc3[nH]2)C(=O)N1c1ccc(Cl)cc1 (configuration not stated)	-7	-1	-3	-1	1	3	2	3	32*
COC(=O)Cc1c(O)ccn(CCc2ccc(S(N)(=O)=O)cc2)c1=O	6	-4	1	-5	2	1	0	0	-3
CCC(=O)N1CCN(c2cc(N3CCN(C)CC3)c(F)cc2[N+](=O)[O-])CC1	7	8	1	-1	14	-1	3	2	5
COc1ccccc1CN1CC(C(=O)N2CCOCC2)CCC1=O (configuration not stated)	-8	4	-1	1	-2	-1	-4	4	6

Laid out differently: entries from further up.
Compound | PAFAH2 FP inh | PME-1 inh | LYPLA1 inh | PAD4 FP inh | PAFAH1B3 inh | LYPLA2 counter | pPAFAH FP inh | GSTO1 inh | PAFAH1B2 inh
Cc1ccc(C(=O)COC(=O)c2nc(Cl)ccc2Cl)cc1 | 1 | · | · | 2 | 0 | · | 13 | · | 6
COc1ccc(N(CC(=O)NC(C)C)S(=O)(=O)c2ccc(NC(C)=O)cc2)cc1 | 0 | 2 | -1 | -7 | -1 | -5 | 2 | -2 | -1
COCCSc1ccccc1C(=O)NCc1ccco1 | 1 | 10 | -4 | 0 | -4 | -1 | -2 | -1 | 0
O=C1/C(=C\c2cccs2)Sc2ccc3ccccc3c21 | -1 | 2 | -1 | -6 | 2 | -13 | 6 | 1 | -2
CCCc1[nH]n(-c2nc3ccccc3s2)c(=O)c1C=NCCCOC | 2 | -7 | 0 | -2 | 1 | 3 | 2 | -12 | 6
COc1ccc(N2CCN(C(=O)CN3c4cccc5cccc(c45)S3(=O)=O)CC2)cc1 | -4 | · | · | 1 | 0 | · | 4 | · | -1
CSc1nc2ccccc2n1CC(=O)Nc1ccc(C)c(C)c1 | 2 | 4 | -1 | 1 | -1 | 3 | -6 | -1 | 0
CCOC(=O)N1CCN(Cc2nc(-c3ccccc3)no2)CC1 | 8 | -3 | 2 | 1 | -1 | 1 | 2 | 2 | 4
CC(=O)C1C(c2ccc(O)cc2)NC(=O)NC1(O)C(F)(F)F (configuration not stated) | 1 | -3 | -1 | 2 | 2 | 6 | -1 | 1 | -1
CN=C1SC(CC(=O)Nc2ccccc2F)C(=O)N1/N=C/c1ccc(O)c(OC)c1 (configuration not stated) | 0 | 15 | 0 | -1 | 10 | 8 | 17 | -2 | 2
O=C1CC(SCCc2nc3ccccc3[nH]2)C(=O)N1c1ccc(Cl)cc1 (configuration not stated) | -7 | -1 | -3 | -1 | 1 | 3 | 2 | 3 | 32*
COC(=O)Cc1c(O)ccn(CCc2ccc(S(N)(=O)=O)cc2)c1=O | 6 | -4 | 1 | -5 | 2 | 1 | 0 | 0 | -3
CCC(=O)N1CCN(c2cc(N3CCN(C)CC3)c(F)cc2[N+](=O)[O-])CC1 | 7 | 8 | 1 | -1 | 14 | -1 | 3 | 2 | 5
COc1ccccc1CN1CC(C(=O)N2CCOCC2)CCC1=O (configuration not stated) | -8 | 4 | -1 | 1 | -2 | -1 | -4 | 4 | 6

Next section.
SMILES	PAFAH2 FP inh	PME-1 inh	LYPLA1 inh	PAD4 FP inh	PAFAH1B3 inh	LYPLA2 counter	pPAFAH FP inh	GSTO1 inh	PAFAH1B2 inh
COc1ccc(Nc2ncnc3sccc23)cc1OC	8	-2	3	-5	1	1	4	-1	9
S=c1[nH]nc(CCc2ccccc2)n1-c1ccc(Cl)cc1	3	4	5	-1	4	2	8	7	8
O=C(Nc1ccccc1)c1cc2ccccc2c(=O)s1	7	-1	-24	3	7	-17	-6	-13	-8
O=C(CSc1nc2ccccc2c(=O)n1CC1CCCO1)N1CCN(c2ccccc2)CC1 (configuration not stated)	4	0	-2	-1	0	4	0	-3	0
CCCCCCn1c(CN2CCC(C)CC2)nc2c1c(=O)n(C)c(=O)n2C	-3	0	0	1	0	0	4	0	7
Cc1c(NC(=O)c2ccc(Cl)c(S(=O)(=O)N3CCCCC3)c2)c(=O)n(-c2ccccc2)n1C	2	-2	5	-1	12	3	6	11	4
CC1CCN(S(=O)(=O)c2ccc(NC(=O)CN3CCOCC3)cc2)CC1	9	-2	1	-6	17	0	3	0	33*
COc1ccc(CCNC(=O)CSc2nc3ccccc3o2)cc1	-2	3	-1	-1	6	3	1	2	8
O=C(COC(=O)C1CC2C=CC1C2)Nc1cccc(S(=O)(=O)N2CCOCC2)c1 (configuration not stated)	41*	2	12	2	1	5	6	-4	4
O=C(OC(C(=O)Nc1cc(Cl)cc(Cl)c1)c1ccccc1)C1=COCCO1 (configuration not stated)	-29	-12	-16	1	-21	-28	-7	-15	-4
Cc1cc(C)n(CC(=O)Nc2ccc3c(c2)OCO3)c(=O)c1C#N	-3	-1	-2	5	7	-5	-1	-6	-6
O=C(Nc1ccccc1Cl)C(=O)c1cn(CC(=O)N2CCOCC2)c2ccccc12	4	-24	-13	-4	-5	-24	-10	-4	0
Cc1cc(C)c(C(=O)C[n+]2cccc(C(N)=O)c2)c(C)c1	·	-2	-5	-9	·	-5	-8	14	·
COc1ccccc1CN(C)CC(=O)Nc1cccc2ccccc12	-4	4	2	-1	10	-5	4	6	-7
COc1ccc(-n2c(=S)[nH]c3cc(C(=O)NC4CCCCC4)ccc3c2=O)c(OC)c1	6	1	-1	0	1	0	6	-2	0
COc1cc(CN2CCN(Cc3ccc(C)cc3)CC2)c([N+](=O)[O-])cc1OC	0	-2	-2	-1	-6	15	10	1	4
COc1ccc(NS(=O)(=O)c2cccc(NC(=O)c3ccc(S(=O)(=O)N4CCCCCC4)cc3)c2)cc1	-86	-75	-41	-1	-39	-72	-27	2	-18
Cc1ccc2nc(C(O)C(O)c3nc4ccc(C)cc4[nH]3)[nH]c2c1 (configuration not stated)	-8	4	-5	-3	-3	7	9	-21	4
